H9c2 protect: protects H9c2 cardiomyocytes from peroxide injury; H2O2 injury protection, ATPLite, 2 h; protection from H2O2 cell death, % at 20 µM; actives 0.63% (n = 360,000); AID 588492;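 active = compounds giving at least 50% protection of heart cells from peroxide-induced death in the single-dose screen, raw or plate-pattern-corrected value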;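 also: 0% = DMSO wells with peroxide and 100% = DMSO wells without peroxide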
Shn3 3UTR inh: reduces Shn3 3'UTR luciferase signal in osteoblasts; Clone20 osteoblast Shn3 3'UTR firefly luciferase, 24 h; inhibition, % at 12.5 µM; actives 0.52% (n = 360,000); AID 588674;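 active = mean inhibition of at least 75% with every replicate also reaching 75%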;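 also: 0% = median of neutral control wells and 100% = pilot-screen positive control compound; some compounds past the cut are filed as inactive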
NR2E3 ag-1: human photoreceptor-specific nuclear receptor agonism; actives 0.35% (n = 360,000); inhibition of corepressor binding, % at 3.98 µM; CHO-S Gal4-NCOR/VP16-NR2E3 two-hybrid, luciferase; AID 602229; Q9Y5X4;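 active = inhibition above the mean of all tested compounds plus 3 SD, cut at about 70% in these data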;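 also: 0% = DMSO with NR2E3 transfected cells and 100% = cells lacking NR2E3 construct; higher means lower luciferase signal from less NR2E3 corepressor binding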
Target sequence (Q9Y5X4 whole entry, looked up, the tested form may be a part): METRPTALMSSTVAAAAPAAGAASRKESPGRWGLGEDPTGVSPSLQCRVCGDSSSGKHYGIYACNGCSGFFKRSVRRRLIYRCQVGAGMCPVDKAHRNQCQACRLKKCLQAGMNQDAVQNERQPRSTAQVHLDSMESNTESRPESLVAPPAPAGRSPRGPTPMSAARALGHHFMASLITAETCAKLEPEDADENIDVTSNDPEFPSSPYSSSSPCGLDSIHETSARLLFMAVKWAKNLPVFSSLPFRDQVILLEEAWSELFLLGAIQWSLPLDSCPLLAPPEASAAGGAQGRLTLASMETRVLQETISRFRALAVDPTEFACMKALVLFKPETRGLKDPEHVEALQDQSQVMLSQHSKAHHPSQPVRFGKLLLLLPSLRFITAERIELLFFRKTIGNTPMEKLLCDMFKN
iPSC survival up: enhancers of human iPSC single-cell survival | hiPSC single-cell survival, ATPlite luminescence; 100% = ROCK inhibitor wells, 0% = DMSO | survival enhancement, % at 20 µM | actives 0.044% (n = 360,000); in the data active = survival enhancement above about 18%;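 also: cells exposed to compounds for 16 hours before the ATP read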
NR2E3 ag-2: activates human photoreceptor nuclear receptor NR2E3; Q9Y5X4; GST-NR2E3/biotin-RetCOR TR-FRET, 1536-well; inhibition of corepressor binding, % at 4.78 µM; actives 0.12% (n = 320,000); AID 2300;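 active = percent inhibition above the cutoff of mean plus 3 SD of all tested compounds, set per screening campaign, cut at about 20% in these data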;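 also: 0% = DMSO wells and 100% = biotin wells as full block of FRET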
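System: GST-tagged NR2E3 plus biotinylated RetCOR corepressor; Amount: 1.35 nM GST-tagged NR2E3 final; Dosing: single nominal compound dose of 4.8 µM; Schedule: 5 h incubation at 4 °C; Technique: TR-FRET with europium anti-GST and streptavidin-D2, 340 nm excitation; Controls: biotin wells as high control, 0.6% DMSO wells as low control.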
CaV13 FRET inh: Disruptors of the CACNA1D IQ motif to Ca2+-dependent inactivation inhibitor domain association, primary screening, Förster resonance energy transfer in intact living …. inhibition, % at 12.3 µM. HEK cells, CFP/YFP FRET ICDI-IQ, plate reader, 10 min; percent FRET-ratio fall versus neutral wells. actives 0.098% (n = 340,000);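 active = mean replicate inhibition of at least 30% and at least 1% of replicates passing that level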;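 also: 0% = median of the neutral control wells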
HIF-2a inh: inhibitors of HIF-2a. AID 624352. actives 0.72% (n = 360,000). 786-0 RCC cells HIF-2a reporter, luciferase luminescence, overnight. inhibition, % at 18.8 µM;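 active = inhibition of the luminescence signal of 40% or more relative to plate controls, in a single-dose primary screen at 18.75 µM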
HTR2A ag: activates the mouse 5-HT2A serotonin receptor; P35363; activation, % at 7.6 µM; actives 0.66% (n = 360,000); CHO-K1 mHTR2A beta-arrestin complementation, luminescence; percent of 30 µM serotonin response; AID 624169;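 active = activation above a run cutoff, the mean activation of all tested compounds plus 3 SD, cut at about 14% in these data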;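 also: 0% = plate median of compound wells and 100% = 30 µM serotonin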
PDI inh: blocks human protein disulfide isomerase activity | AID 588391 | PDI insulin aggregation turbidity, A650, 90 min | P07237 | inhibition, % at 10 µM | actives 0.052% (n = 350,000);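 active = mean inhibition across replicates of 30% or more, whatever share of single replicates reach that level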;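 also: absorbance from insulin aggregation driven by PDI reduction with DTT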
Target sequence (P07237 whole entry, looked up): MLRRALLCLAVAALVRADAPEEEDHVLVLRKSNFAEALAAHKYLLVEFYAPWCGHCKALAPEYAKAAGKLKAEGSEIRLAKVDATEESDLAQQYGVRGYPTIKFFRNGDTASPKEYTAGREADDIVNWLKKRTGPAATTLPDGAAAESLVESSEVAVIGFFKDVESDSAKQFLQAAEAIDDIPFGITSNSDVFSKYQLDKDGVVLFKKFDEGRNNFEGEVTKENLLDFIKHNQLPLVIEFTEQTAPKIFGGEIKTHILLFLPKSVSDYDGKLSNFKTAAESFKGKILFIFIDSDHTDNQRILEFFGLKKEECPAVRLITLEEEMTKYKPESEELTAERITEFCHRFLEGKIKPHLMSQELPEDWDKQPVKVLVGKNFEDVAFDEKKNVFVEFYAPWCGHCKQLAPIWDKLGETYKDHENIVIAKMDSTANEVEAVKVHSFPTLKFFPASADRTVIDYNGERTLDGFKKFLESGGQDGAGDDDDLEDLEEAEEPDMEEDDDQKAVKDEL
Peg3 promoter: inhibitors of Peg3 promoter | HeLa PEG-Prom luciferase reporter, luminescence, overnight | inhibition, % at 20 µM | actives 1.7% (n = 360,000) | AID 588405;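 active = inhibition of at least 50% at 20 µM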
MITF TRPM1 inh: inhibitors of MITF-driven TRPM1 promoter in melanoma cells; SK-MEL-5 TRPM1 promoter luciferase, 24 h; inhibition, % at 12.5 µM; actives 0.83% (n = 330,000); AID 488899;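 active = mean inhibition across replicates of 60% or more, whatever share of single replicates reaches that level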; also: values of inactives mirror those of a sister screen read the other way
Active calls of the source: *; i = inactive; · = not tested or not shown; & = joins results of further samples.

mol	HIF-2a inh	Peg3 promoter	PDI inh	NR2E3 ag-1	Shn3 3UTR inh	CaV13 FRET inh	iPSC survival up	H9c2 protect	NR2E3 ag-2	MITF TRPM1 inh	HTR2A ag
CN(Cc1cccs1)C(=O)c1ccc(S(=O)(=O)N2CCCCC2)cc1	4	-2	-7	10	-18	-6	-0.2	0	-1	1	-3
CC(C)N1C(=O)CCC1C(=O)NCc1ccco1 (stereo unspecified)	14	7	-8	-6	0	-9	-0.6	9	-3	2	2
CN(Cc1ccc(C#CCCO)cc1)CC1CCCN(CCc2ccc(Cl)cc2)C1 (stereo unspecified)	-6	-1	1	-11	1	3	-0.7	-2	4	12	-9
CC(=O)c1ccc(S(=O)(=O)N2CCN(C(=O)c3ccccc3Cc3ccccc3)CC2)cc1	1	12	-6	-13	5	-2	-0.2	1	0	2	3
CCOc1ccccc1-n1c(SCC(=O)N2CCOCC2)nnc1-c1ccccn1	19	11	5	-19	-12	-4	-1.4	-2	-1	6	8
COc1cc([N+](=O)[O-])ccc1N1C(=O)CC(Sc2nccc(C)n2)C1=O (stereo unspecified)	9	19	1	5	4	-7	-0.3	9	-4	14	0
COc1ccccc1C(=O)Nc1nnc(-c2ccc(F)cc2)s1	-224	-185	-2	-88	-123	-20	-0.1	-7	2	-29	-2
Cn1cccc1-c1nc2ccc([N+](=O)[O-])cc2[nH]1	-361	-301	-3	-95	-19	-12	0.2	-4	-3	-87	-6
COCCOC(=O)C1=C(C)NC(C)=C(C(=O)OC(C)C)C1c1cccc([N+](=O)[O-])c1 (stereo unspecified)	-10	4	-11	-7	2	-5	1.4	7	4	-2	-3
Cc1ccccc1CC1CCN(CCCNC(=O)Nc2ccccc2)CC1	15	10	7	27	-46	-1	-0.6	5	·	-36	-1
O=C(c1ccccc1)N(Cc1cccc(Br)c1)C1CCS(=O)(=O)C1 (stereo unspecified)	1	-1	6	-15	-6	-5	-0.4	-2	0	-6	-6
O=C(CSc1ccc(-c2ccco2)nn1)Nc1ccc(F)cc1	-46	-35	11	-34	17	-6	-0.4	-7	0	-3	-3
COc1ccc(/C=C2\SC(=S)N(N3C(=O)CCC3=O)C2=O)cc1O	5	-2	8	-19	-8	-14	-0.8	5	-4	0	-1
COC(=O)c1cc2oc3ccccc3c2n1Cc1ccccn1	-19	-14	1	-23	0	·	-4.6	9	-1	-3	1
COc1ccc(N(C(=O)c2snc(C(N)=O)c2N)C(C(=O)NC2CCCC2)c2cccs2)cc1OC (stereo unspecified)	3	17	-4	-8	2	-4	0.3	0	1	-9	-1
Cc1cc(NS(=O)(=O)c2cccs2)no1	5	6	-2	-8	-2	-7	-1.0	0	-1	-4	-4
CC1CCCCC12NC(=O)N(CC(=O)Nc1cccc(S(=O)(=O)N3CCCCC3)c1)C2=O (stereo unspecified)	-5	4	-1	5	10	-14	-0.5	-2	3	-5	-6
CCOC(=O)Nc1ccc(NC(=O)OCC)cc1	-67	-58	-2	-10	8	-8	-3.2	5	1	-16	-5
Brc1csc(C=Nc2ccc3c(c2)OCCOCCOCCOCCO3)c1	-2	-6	-3	-3	-36	-3	-1.6	-5	-2	-4	5
CCn1c(SCC(=O)N(C)c2ccccc2)nc2c([nH]c3ccccc32)c1=O	31	13	0	14	7	-7	-0.5	14	2	34	-2
O=C(NCCCNc1ccc(C(F)(F)F)cc1[N+](=O)[O-])c1ccc(Cl)cc1	13	27	1	-18	6	·	-0.8	-23	1	0	0
Cc1cccc(NC(=S)NC(=O)CCc2ccccc2)c1C	-35	-26	-3	-21	-15	-8	-0.4	-9	3	-12	-2
N#Cc1nc(-c2ccc(F)cc2)oc1N1CCC(C(N)=O)CC1	7	-3	-4	-28	6	-2	-0.5	7	2	4	2
COc1ccc2c(c1)c(CC(=O)OCC(N)=O)c(C)n2C(=O)c1ccc(Cl)cc1	15	14	-5	-1	-6	-2	-0.7	-2	1	-13	-2

Random excerpt: 2 compounds from above, in no set order.
mol	HIF-2a inh	Peg3 promoter	PDI inh	NR2E3 ag-1	Shn3 3UTR inh	CaV13 FRET inh	iPSC survival up	H9c2 protect	NR2E3 ag-2	MITF TRPM1 inh	HTR2A ag
Cc1cc(NS(=O)(=O)c2cccs2)no1	5	6	-2	-8	-2	-7	-1.0	0	-1	-4	-4
CCOC(=O)Nc1ccc(NC(=O)OCC)cc1	-67	-58	-2	-10	8	-8	-3.2	5	1	-16	-5

More compounds.
mol	HIF-2a inh	Peg3 promoter	PDI inh	NR2E3 ag-1	Shn3 3UTR inh	CaV13 FRET inh	iPSC survival up	H9c2 protect	NR2E3 ag-2	MITF TRPM1 inh	HTR2A ag
CSc1ncccc1C(=O)Nc1ccc2nc(C)sc2c1	-120	-56	0	-54	-14	-3	0.1	-3	3	-28	0
COc1ccc(S(=O)(=O)NC2CCSc3ccccc32)cc1NC(C)=O (stereo unspecified)	-1	10	4	-21	5	-7	0.2	-2	-1	9	3
Cc1ccc(SCC(=O)NCc2cccnc2)cc1	3	7	7	8	4	-5	5.3	-1	4	3	3
COc1ccc(CC(=O)NCc2n[nH]c(=S)n2-c2cccc(C)c2)cc1	13	9	6	6	13	6	-0.3	9	3	7	0
Cc1ccc(NC(=O)COC(=O)CC2SC(N3CCCC3)=NC2=O)cc1 (stereo unspecified)	1	-8	6	-11	-13	-5	-0.2	4	1	-2	8
COCCSc1ccccc1C(=O)Nc1ccc(Br)cc1	-38	-14	-3	2	2	-2	1.2	-2	2	-9	-8
COc1ccc(NC(=O)C2CCN(c3ncnc4c3nc3n4CCCCC3)CC2)c(OC)c1	23	12	-3	-17	26	-7	-0.1	-6	5	15	4
Cc1ccc(NC2CCCN(C(=O)c3cn4cccc(C)c4n3)C2)cc1C (stereo unspecified)	6	1	0	-2	13	-5	0.1	0	·	-2	-4
CCCSc1nnc(NC(=O)c2nc(SC)ncc2Cl)s1	-15	0	-8	7	-2	-8	-0.4	-5	4	-6	3
COc1cccc(-n2nnc3c(=O)n(Cc4ccc(Br)cc4)cnc32)c1	-57	-96	-2	-15	-1	·	-0.7	-5	2	-27	0
O=C(c1ccc2c(c1)OCO2)C1CCCN(C(=O)NCc2ccccc2)C1 (stereo unspecified)	15	3	-5	3	-26	-10	-2.4	-5	4	-52	0
CC(=O)Nc1cccc(-c2csc(Nc3cc(C)ccn3)n2)c1	-215	-184	-4	-88	-78	-5	-1.8	-14	5	-44	1
COc1ccc(/C=C2\SC(=Nc3ccccc3OC)NC2=O)cc1	-51	24	5	-22	1	-2	0.2	-8	-3	-1	-3
CCO[C@H]1OC(C(=O)N2CCCCCCC2)=C[C@@H](c2ccccc2)[C@@H]1CCCO	-13	-11	0	-17	-3	-5	-2.0	3	4	-6	5
Cc1ccc2[nH]c(C(=O)N3CCN(C=O)CC3)cc2c1	-33	-11	1	-16	-2	-7	-0.5	-7	-1	-1	3
Oc1cc(-n2cccn2)c(O)cc1-n1cccn1	7	27	4	-21	-53	-4	0.0	1	-6	5	-2
C[N+]1(CCCOC(=O)C2(c3ccccc3)CCCC2)CCOCC1	16	8	1	2	-13	-5	-2.0	-7	0	5	1
Cc1ccc(NC(=O)C(C)Sc2nnc(C)n2CC2CCCO2)cc1 (stereo unspecified)	7	15	7	-28	4	-4	-0.1	-1	·	-4	-2
O=C(Cn1c(=O)n(CCCC(=O)NC2CCCC2)c(=O)c2ccccc21)NCCC1=CCCCC1	4	4	-2	-20	-6	-7	2.4	0	1	13	0
Cc1ccc(OCCCCCCN2CCNCC2)c(Br)c1	-109	-115	17	-59	11	-16	-0.7	5	-1	-9	-7
COc1ccc(C2CC=C(C(C)=O)CN2S(=O)(=O)c2ccc(Cl)cc2)cc1 (stereo unspecified)	-19&-3	-17&0	·	-2&-7	7&-7	-3&-4	-0.7&0.3	1&3	·	·	1&-4
Cc1ccc2oc3ccccc3c(=O)c2c1	-204	-228	·	-30	-73	·	-2.1	-4	·	-98	1
CCOC(=O)c1c(C)[nH]c(C(=O)COC(=O)COc2ccc(OC)cc2)c1C	21	4	11	3	0	0	-1.8	-6	5	12	0
COc1ccc(S(=O)(=O)N2CCC(C(=O)NCCc3ccccc3)CC2)cc1	-12	-8	6	-9	-5	-5	-0.8	1	-3	-8	1
Cc1n[nH]c(C)c1S(=O)(=O)Nc1ccc2c(c1)OCCO2	26	-15	-13	22	43	-1	-0.6	7	2	-2	2
CCC(Oc1ccccc1)C(=O)Nc1ccccc1C(=O)N1CCOCC1 (stereo unspecified)	10	3	4	-3	6	-5	-0.4	5	5	12	-5
Cc1ccnc(NC(=O)CCCOc2cc(=O)n(C)c3ccccc23)c1	i	92*	-9&-4	58&49	-155&-85	-6&-4	-3.8&-5.3	18&0	1	5	1&-2
CCOCCCNC(=O)CC1Oc2ccc(C)cc2NC1=O (stereo unspecified)	-2	-1	·	-11	-2	10	0.1	8	-2	·	-2
COC(=O)[C@@]1(Cc2ccc(F)cc2)[C@H]2c3cc(C(=O)N(C)C)n(CCO)c3C[C@H]2CN1C(=O)c1ccccc1	5	·	·	-15	·	-7	0.1	·	·	·	0
CC1CCN(S(=O)(=O)c2ccc(C(=O)Nc3ccccn3)cc2)CC1	-174	-149	-1	-67	-32	-15	-0.2	-13	-1	-49	-1
S=C(Nc1cccc(Cl)c1)N1CCN(c2ccccn2)CC1	10	6	-4	-18	23	-4	-0.6	2	0	2	2
